miR-122 sensor = miR-122 Renilla sensor signal increase in Huh7, primary screen, miR-122 inhibitor project, cell-based, single point, plate reader; Huh7 miR-122 Renilla luciferase sensor, 48 h; neutral wells = 0, positive control = 100; actives 0.3% (n = 340,000); activation (reporter increase), % at 12.5 µM; AID 602342, 2012;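 active = mean replicate activation score at least 90 and every replicate individually at or above 90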;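 also: higher luciferase means less miR-122 activity so hits act as miR-122 inhibitors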
Cneo AK release = Cryptococcus neoformans cell lysis inducers, primary screen, AK release luminescence, single concentration. AID 651654, 2012. actives 0.2% (n = 360,000). lysis activity, % at 15 µM. C. neoformans lysis, adenylate kinase release luminescence, 4 h; normalised: neutral wells 0, clomiphene wells 100;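 active = mean lysis activity across replicates of at least 80%, whatever share of replicates individually reach that level; inactive = mean lysis activity below 80%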
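Assay system: log-phase C. neoformans yeast / Quantity: yeast cell density of 5 × 10^6 cells/mL / Medium: fresh YPD growth medium / Compound: single dose / Timing: static 4 h at 37 °C with compound, 1 h detection / Measured by: adenylate kinase release luminescence / Read-out: lysis from increased AK signal / Benchmarks: Clomiphene as positive lysis control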
RAD54 branch = inhibitors of human RAD54 branch migration, primary screen, biochemical, fluorescence, single point. DNA repair and recombination protein RAD54-like (Homo sapiens), Q92698. RAD54 Holliday junction branch migration, FAM/BHQ fluorescence. inhibition, % at 10.4 µM. actives 0.14% (n = 360,000);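 active = mean normalized replicate activity at least 40 and at least half of replicates scoring 40 or more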;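 also: 0% = median of neutral control wells and 100% = median of positive control wells; inhibitors cause a drop in the FAM fluorescence signal; in these data hits start at about 50%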
Target sequence (Q92698 whole entry, looked up): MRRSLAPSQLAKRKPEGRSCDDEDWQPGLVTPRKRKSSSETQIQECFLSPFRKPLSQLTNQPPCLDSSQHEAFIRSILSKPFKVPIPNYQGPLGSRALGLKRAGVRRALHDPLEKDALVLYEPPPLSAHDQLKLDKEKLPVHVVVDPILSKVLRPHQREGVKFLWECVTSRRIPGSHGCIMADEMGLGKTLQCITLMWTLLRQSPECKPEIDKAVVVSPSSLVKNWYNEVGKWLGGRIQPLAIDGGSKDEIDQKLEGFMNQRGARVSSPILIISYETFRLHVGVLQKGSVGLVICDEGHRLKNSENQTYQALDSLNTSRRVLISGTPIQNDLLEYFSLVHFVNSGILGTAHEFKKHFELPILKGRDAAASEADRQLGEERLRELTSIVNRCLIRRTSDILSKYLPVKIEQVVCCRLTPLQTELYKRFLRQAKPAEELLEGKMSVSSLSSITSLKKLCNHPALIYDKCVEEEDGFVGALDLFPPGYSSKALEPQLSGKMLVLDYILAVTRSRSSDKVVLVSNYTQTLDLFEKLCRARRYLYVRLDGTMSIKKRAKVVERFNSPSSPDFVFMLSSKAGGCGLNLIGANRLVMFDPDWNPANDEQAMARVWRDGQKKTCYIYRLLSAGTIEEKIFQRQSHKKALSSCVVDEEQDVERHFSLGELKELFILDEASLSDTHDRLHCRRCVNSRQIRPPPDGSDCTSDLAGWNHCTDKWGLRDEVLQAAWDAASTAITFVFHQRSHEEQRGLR
E-sel inducer = E-selectin induction in HUVECs, primary screen, imaging, HUVEC, immunofluorescence imaging, single point. activation, % at 7.58 µM. normalized: neutral wells 0, TNF-alpha wells 100. actives 0.37% (n = 260,000). AID 686992, 2013. P16581;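 active = mean E-selectin-positive cell signal at least 10% of the positive control, reached in at least 60% of replicates, without over 20% cell loss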;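 also: in these data hits start at about 27%; measured in HUVEC primary endothelial cells; signal is the percent of cells scored E-selectin positive by PE staining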
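Material: HUVEC primary endothelial cells; Amount: 3,000 cells per well; Dosing: single concentration; Medium: EGM-2 growth medium on 0.1% gelatin-coated wells; Read-out basis: percent E-selectin-positive cells; Signal: immunofluorescence imaging; Control set: TNF-alpha, DMSO.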
PGC1a acetyl inh = inhibitors of PGC1a acetylation signal, primary screen, cell-based, U2OS, AlphaScreen, inhibitor mode. inhibition, % at 15.6 µM. AlphaScreen anti-acetyl-lysine; with virally co-expressed GCN5 acetyltransferase. actives 0.17% (n = 350,000);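 active = every replicate shows inhibition of at least 40%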;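 also: 0% = neutral control wells and 100% = positive control wells; some results beyond the cut were filed as inactive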
RAD52 anneal inh = RAD52 DNA annealing inhibitors, primary screen, biochemical, FRET, single point, set 2 | recombinant RAD52 DNA annealing, FRET fluorescence | inhibition, % at 18.7 µM | actives 0.46% (n = 360,000);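 active = every replicate showing at least 50% inhibition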
PglD DTNB = C. jejuni PglD acetyltransferase inhibitors, primary screen, biochemical, DTNB colorimetric, single point; UDP-N-acetylbacillosamine N-acetyltransferase PglD (Campylobacter jejuni); purified PglD enzyme, DTNB colorimetric CoA detection; inhibition, % at 12.5 µM; actives 0.098% (n = 360,000); in the data active = inhibition above about 16%, passing the limit was not always enough; also: strong numbers were not always called active
ERAP1 inh = human ERAP1 aminopeptidase inhibitors, primary screen, biochemical, single point, plate reader; Endoplasmic reticulum aminopeptidase 1 (Homo sapiens), Q9NZ08; recombinant ERAP1, Leu-AMC fluorescence, 60 min; AID 652197, 2013; inhibition, % at 10.7 µM; actives 0.15% (n = 340,000);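 active = mean replicate inhibition of at least 30%, or all replicates individually reaching that 30% level; inactive = mean below 30% and not every replicate reaching it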;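 also: 0% = neutral control wells and 100% = L-leucinethiol positive control wells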
* hit, by the source's call; . = not tested or not shown; & = joins results of further samples; [ ] = dose if it differs, or a comment.

SMILES | miR-122 sensor | Cneo AK release | RAD54 branch | E-sel inducer | PGC1a acetyl inh | RAD52 anneal inh | PglD DTNB | ERAP1 inh
Cc1noc(C)c1C(=O)N1CCC1(C)C(=O)NS(=O)(=O)c1cccs1 (stereo not given) | -2 | -1 | -9 | 0.0 | -3 | -10 | -3 | -4
CCC(=O)N1CCN(c2ccc(Cl)cc2NC(=O)c2cccc([N+](=O)[O-])c2)CC1 | 0 | 0 | 6 | 0.0 | . | 12 | -2 | 1
Cc1ccc(S(=O)(=O)N[C@@H]2CC[C@@H](CCNS(=O)(=O)Cc3ccccc3)O[C@@H]2CO)cc1 | . | 4 | -12 | -0.2 | -3 | 3 | 0 | 0
Cc1noc(C)c1NC(=O)N[C@@H]1CC[C@@H](CC(=O)N2CCCCC2)O[C@@H]1CO | . | 8 | 8 | -0.2 | 2 | -12 | -2 | -2
COc1ccc(/C=N/NC(=O)c2ccc(O)cc2)cc1CN1CCCc2ccccc21 | 7 | 3 | -2 | . | -22 | . | 5 | .
CC(C)n1c(NCc2cccs2)nc2ccccc21 | 7 | 0 | -2 | . | 4 | . | -1 | .
COc1ccc(F)c(-c2nc(CN3CCC(c4ccccc4)CC3)c(C)o2)c1 | -1 | . | . | . | -4 | -22 | . | 1
Cc1cccc(C(=O)N2N=C(c3ccc(NS(C)(=O)=O)cc3)CC2c2cccs2)c1 (stereo not given) | 0 | 0 | 7 | 0.2 | -38 | -19 | -8 | 2
C[C@@H](O)C#Cc1cnc2c(c1)C(=O)N([C@@H](C)CO)C[C@H](C)[C@@H](CN(C)CC1CCOCC1)O2 | -13[16.7 µM] | 3 | 7 | -0.2 | 5 | -16 | 3 | -7
CCOC(=O)c1c(CC(C)C)csc1NC(=O)CCl | 8 | -2 | -9 | . | -5 | -11 | 2 | 9
Cc1nc2nc[nH]n2c(=O)c1NS(C)(=O)=O | 1 | -1 | 5 | . | 2 | . | -2 | .
COCCNC(=O)C1CCC(CNS(=O)(=O)c2c(C)cc(C)cc2C)CC1 (stereo not given) | 7 | 1 | 6 | 0.0 | -3 | -9 | -6 | -9
O=C(Nc1cccnc1)c1ccc(-c2ccccc2)cc1 | -3 | . | . | . | -12 | 2 | . | 7
C[C@H](CO)N1C[C@H](C)[C@@H](CN(C)Cc2ccc(C(F)(F)F)cc2)Oc2c(NC(=O)NC3CCCCC3)cccc2C1=O | 83[16.7 µM] | 51 | -3 | 0.1 | 0 | -3 | 2 | 3
CC1(C2CC2)NC(=O)N(CC(=O)Nc2ccc(Cl)c([N+](=O)[O-])c2)C1=O (stereo not given) | -5 | 16 | -5 | -0.7 | -6 | -11 | 1 | 1
O=C1OCC2=C1C(c1ccccc1)CC(=O)N2c1cccc(F)c1 (stereo not given) | . | . | . | -0.1 | 8 | -3 | . | -2
c1ccn2c(c1)nc1c2nc2ccccn21 | -7 | 1 | 8 | . | -37 | . | -1 | .
COc1ccc(NS(=O)(=O)c2cc(NC(=O)c3ccc(C)s3)ccc2N2CCOCC2)cc1 | 5 | . | . | . | 3 | -36 | . | 1
CCCc1[nH]nc2c1C(c1ccccc1OC)C(C#N)=C(N)O2 (stereo not given) | -3 | -17 | -3 | . | -5 | . | 1 | .
CC(=O)COC(=O)C1=NN(c2ccccc2)C(=O)CC1 | 2 | -1 | 11 | 1.4 | 0 | -1 | 3 | 0
Nn1c(Cc2ccccc2)n[nH]c1=S | -9 | 1 | -10 | -0.1 | -2 | -11 | -6 | 6
COc1ccc2c(c1)N(C(=O)CN1C(=O)C3CCCCC3C1=O)C(C)(C)C=C2C (stereo not given) | 0 | 3 | 3 | . | 7 | . | 2 | .
CCOC(=O)N1CCC(=NNc2ccnc3cc(Cl)ccc23)CC1 | 8 | . | . | . | -7 | 5 | . | -2
C[C@H]1CN([C@@H](C)CO)S(=O)(=O)c2ccc(C#Cc3ccc(F)cc3)cc2O[C@@H]1CN(C)S(C)(=O)=O | 17[16.7 µM] | -12 | -3 | 1.3 | 50 | 5 | 0 | 1
Cc1ccc2c(CN3CCN(c4ccc(Cl)c(Cl)c4)CC3)cc(=O)oc2c1 | -11 | -1 | 4 | . | -8 | -24 | 3 | -2
CCN1[C@@H]2Cn3c(ccc(C4=CCCC4)c3=O)[C@H]1[C@@H](C(=O)N[C@@H](C)c1ccccc1)[C@@H]2CO | -5[16.7 µM] | -2 | -1 | -0.4 | -2 | -41 | -3 | -3
CC1CCN(S(=O)(=O)c2ccc(NC(=O)c3cccs3)cc2)CC1 | 10 | 1 | 12 | . | -16 | . | 1 | .
COC(=O)[C@H](CC(C)C)NC(=O)Nc1cccc(Br)c1 | -1 | . | . | . | -6 | -26 | . | 0
CCCCCCCCNC(=O)CC(NS(=O)(=O)c1ccc(NC(C)=O)cc1)C(C)C (stereo not given) | 0 | -2 | -16 | -0.2 | . | . | 1 | .
CC(=O)c1ccc(C(=O)N2CCCC(Nc3ccc(C(C)C)cc3)C2)s1 (stereo not given) | 3 | 1 | -6 | . | -9 | -4 | -2 | 8
CC1(C)C2CC[C@]3(C)C(CC=C4[C@@H]5C[C@@](C)(CO)[C@@H](O)C[C@]5(C(=O)O)CC[C@]43C)[C@@]2(C)CC[C@@H]1O (stereo not given in full) | -6 | 1 | -3 | . | -3 | . | 1 | .
Cc1nnc(NC(=O)c2cc(-c3ccncc3)nc3c(C)cccc23)s1 | . | -1 | -7 | 0.2 | . | -23 | 4 | -2
CC(C)C(=O)Nc1ccc2c(c1)C(=O)N(C)[C@@H]1CC[C@H](CC(=O)NCc3ccc(F)cc3)O[C@H]1CO2 | -3[16.7 µM] | -7 | -12 | -0.1 | -1 | 13 | 20 | 7
O=C(C[C@H]1C=C[C@@H](NC(=O)c2ccncc2)[C@@H](CO)O1)NCCc1ccncc1 | . | 0 | -6 | 0.1 | 6 | -6 | -3 | -1
CCCn1cc(CN2CCC(Cc3cccc(F)c3)(C(=O)OCC)CC2)c(C)n1 | 8 | -21 | 2 | 2.1 | 4 | -9 | 0 | .
CCOC(=O)C1(C)CCN1C(=O)c1cccc(C#N)c1 (stereo not given) | -6 | -1 | 3 | 0.0 | 3 | -11 | -2 | 4
N#Cc1ccccc1Cn1cc(C#N)c2ccccc21 | 2 | 0 | 2 | . | 4 | . | 2 | .
O=C(c1ccc(F)cc1F)N1CCCc2ccccc21 | 0 | 9 | 1 | 2.3 | -2 | -13 | -2 | 0
CC1CCN(C(=O)/C(=C/c2ccccc2Cl)c2ccccc2)CC1 | 4 | 0 | -8 | . | -10 | . | 3 | .
C/C(=N/NC(=O)c1nnn(-c2nonc2N)c1COc1ccccc1)c1ccccc1Cl | 0 | 0 | -4 | . | 3 | -41 | 1 | 0
CCCCCC(=O)N1C[C@H](O)[C@@H](n2cc(C3CC3)nn2)C[C@@H]1c1ccc(Cl)cc1 | 3 | 3 | 1 | 0.8 | -5 | 6 | 4 | -3
CC(C)=N/N=C(\N)SCc1ccccc1 | . | . | . | 0.0 | -3 | -9 | . | 0
COc1cc(C(=O)NCCOc2cc(C)cc(C)c2)cc(OC)c1OC | 43 | 0 | -11 | 0.2 | -15 | 1 | -6 | 4
Cc1ccc(Cn2nnc(C(=O)Nc3cccc(C)c3C)c2N)cc1 | -2 | -2 | 0 | . | -18 | -2 | 7 | -1
Cc1ccc(Oc2nc(-c3ccccc3)ncc2S(C)(=O)=O)cc1 | -3 | 1 | 1 | . | -10 | . | -4 | .
C[C@@H]1CN([C@H](C)CO)S(=O)(=O)c2ccc(/C=C/c3ccccc3)cc2O[C@H]1CN(C)C(=O)CN1CCOCC1 | 25[16.7 µM] | 1 | 1 | 0.0 | -3 | -2 | 2 | -1
COc1ccc(S(=O)(=O)Nc2ccc3c(c2)C(=O)N([C@@H](C)CO)C[C@@H](C)[C@H](CN(C)S(=O)(=O)c2ccc(F)cc2)OCCCC[C@H](C)O3)cc1 | 0 | 0&0 | 9&7 | 0.1 | -21 | 4&-22 | 0&-1 | 0&0
Nn1c(SCC(=O)NC2CCCC2)nnc1-c1ccccc1F | -1 | 5 | -1 | . | -4 | . | 2 | .
CC1CCCCC1NC(=O)CN1C(=O)c2ccccc2S1(=O)=O (stereo not given) | . | 0 | 4 | 0.0 | . | -12 | -1 | 0
Cn1cccc1/C=N\NC(=O)C1COc2ccccc2O1 (stereo not given) | -3 | -5 | -8 | . | 13 | -7 | 2 | -3
CC(=O)N1[C@@H]2Cn3c(cccc3=O)[C@H]1[C@@H](C(=O)NCC1CCCCC1)[C@@H]2CO | 1[16.7 µM] | 0 | 8 | -0.3 | 1 | 59* | 2 | -1
CC(C)CC(NC(=O)OC(C)(C)C)C(=O)NCc1ccccc1 (stereo not given) | -7 | 6 | 3 | . | 2 | . | -6 | .
Cc1ccc(-c2ccc3c(c2)O[C@H](CN(C)S(C)(=O)=O)[C@@H](C)CN([C@@H](C)CO)S3(=O)=O)cc1 | 9[16.7 µM] | -1 | -2 | 0.1 | -26 | 3 | -4 | -1
O=C(C[C@H]1C[C@H]2c3cc(NC(=O)c4cccnc4)ccc3O[C@H]2[C@H](CO)O1)NCc1cc(F)ccc1F | 2[16.7 µM] | 4 | 6 | 0.4 | 1 | -5 | -1 | 3
O=C(Cn1cnc2ccccc2c1=O)NCCC(=O)N1CCN(Cc2ccccc2)CC1 | -4 | 4 | -24 | . | . | . | 1 | .
O=C(Nc1ccc(Cn2cccn2)cc1)c1ccc(COc2ccccc2Br)cc1 | -31 | -5 | -1 | . | 5 | . | -2 | .
O=C(c1ccccc1Cl)N1N=C(c2cccs2)CC1c1cccc(O)c1 (stereo not given) | -9 | -1 | 8 | -0.4 | -10 | -6 | 2 | 1
O=C(Nc1cccc(C(=O)Nc2ccc(Br)cc2)c1)c1ccccc1 | . | 2 | 8 | -0.2 | . | -7 | 2 | -1

Compound activity deposited in PubChem BioAssay by Broad Institute.
